Screens from PubChem.
EP2 antag: blocks the human prostaglandin E2 receptor EP2; inhibition, % at 25 µM; AID 1422; C6 glioma cells expressing human EP2, cAMP TR-FRET; cells stimulated with saturating PGE2; 260,000 tested, 0.52% active; P43116;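 active = percent inhibition above 40 after rounding to a whole number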;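 note: rat C6 glioma host cells with rolipram phosphodiesterase inhibitor present; the protocol text gives 20 µM as final concentration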
Target sequence (P43116 whole entry, looked up): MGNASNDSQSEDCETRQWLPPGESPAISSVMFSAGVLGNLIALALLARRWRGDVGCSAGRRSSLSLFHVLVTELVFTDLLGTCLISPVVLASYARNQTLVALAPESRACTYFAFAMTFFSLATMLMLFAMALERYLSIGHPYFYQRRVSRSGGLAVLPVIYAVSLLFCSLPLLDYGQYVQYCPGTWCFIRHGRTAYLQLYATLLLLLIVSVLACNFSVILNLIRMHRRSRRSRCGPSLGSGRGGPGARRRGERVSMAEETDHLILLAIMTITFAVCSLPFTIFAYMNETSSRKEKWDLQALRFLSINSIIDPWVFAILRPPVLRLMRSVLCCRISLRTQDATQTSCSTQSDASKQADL
EP2 mod: EP2 receptor (human) modulation; P43116; EP2-expressing cells, cAMP HTRF FRET, PGE2 co-stimulation; induction, % at 25 µM; 260,000 tested, 0.83% active;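 active = compounds whose cAMP rise, as percent of the full-agonist control response, exceeds 60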;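 note: rat C6 glioma line stably carrying human EP2 under a CMV promoter; the protocol text gives 20 µM as final concentration; 100% = response of wells given 1 µM PGE2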
* hit, by the source's call. The list is partial. The share of hits here may be higher or lower than overall.

SMILES	EP2 antag	EP2 mod
N#C/C(=C\c1c[nH]c2ccccc12)C(=O)c1ccc(O)c(O)c1	17	-18
O=C(CN1CCC(O)(c2ccc(F)cc2)CC1)c1ccc2c(c1)OCCCO2	11	-53
CCOC(=O)C1=C(c2ccccc2)Nc2nnnn2C1c1cc(OC)ccc1OC (centres undefined)	13	2
CCNC(=S)N(CCCN(CC)CC)Cc1cc2c(C)cc(C)cc2[nH]c1=O	6	-65
CC1CCN(CC(=O)Nc2ccc(F)cc2)CC1	11	-91
O=C(CN1CCN(c2ccccc2)CC1)c1ccc2c(c1)OCCO2	8	-39
O=c1ccc2ccc(O)cc2o1	10	15
OC(CN1CCC(O)(c2ccccc2F)CC1)c1ccc2c(c1)CCCC2 (centres undefined)	12	-67
O=C(Cc1ccc(Cl)cc1)NCCN1CCC(O)(c2ccc(F)cc2)CC1	15	-31
NC(C(=O)N[C@@H]1C(=O)N2C(C(=O)O)=C(Cl)CS[C@H]12)c1ccccc1 (some centres undefined)	12	11
CC(C)C(=O)Nc1ccc(NC(=O)c2ccco2)nc1	13	-24
O=C(c1c(F)cccc1F)N1CCC(Cn2nnn(-c3cccs3)c2=O)CC1	13	-56
COc1ccc(N2CCN(C(c3ccccc3)c3nnnn3Cc3cccs3)CC2)cc1 (centres undefined)	6	21
O=C(CCCc1ccncc1)N1CCc2c([nH]c3ccc(Cl)cc23)C1	7	-102
O=C(NC(c1ccc2c(c1)OCO2)c1cc(Cl)c2cccnc2c1O)c1cccnc1 (centres undefined)	9	-22
O=C(CSc1nnnn1-c1ccc2c(c1)OCO2)NC1CCCC1	12	-29
N#C/C(=C\NC(=S)c1ccncc1)c1nc2ccccc2s1	53*	0
Cc1nc2cc(Cl)c(NC(=O)C3CCCCC3)cc2c(=O)n1Cc1ccccc1	5	106*
CC(=O)c1ccccc1OCC(O)Cn1c(C(C)C)nc2ccccc21 (centres undefined)	12	-63
COc1cccc(NC(=O)CSc2ncc(-c3ccccc3)[nH]2)c1	9	3
O=C(CNCc1ccco1)Nc1ccccc1F	11	-7
COc1ccc2[nH]c(=O)c(C(c3nnnn3C(C)(C)C)N3CCc4ccccc4C3)cc2c1 (centres undefined)	5	-35
O=C(CCCN1C(=O)c2cccc3cccc(c23)C1=O)OCCNC(=O)c1cccnc1	7	-17
Cc1ncc(CN2CCC(O)(c3ccc(F)cc3)CC2)cn1	5	-6
CCOC(=O)c1c(NC(=O)CSc2nnc(-c3ccncc3)n2C)sc2c1CCCC2	8	15
COc1ccc(S(=O)(=O)N2CCC(C(=O)Nc3ccc(NC(C)=O)cc3)CC2)cc1C	11	-39
Cc1ccc2cc(C(c3nnnn3C3CCCCC3)N3CCOCC3)c(=O)[nH]c2c1 (centres undefined)	10	-1
CCn1c(SCc2cc(=O)[nH]c3ccccc23)nnc1C(C)C	13	-11
Cc1ccc(NC(=O)C2CC(=O)N(C(C)C)C2)cc1 (centres undefined)	11	14
CCNC(=S)N1CCC(C(=O)c2ccc(Cl)cc2)CC1	11	-37
CCC(C)(C)n1nnnc1C(c1cc2c(C)ccc(C)c2[nH]c1=O)N1CCCCC1 (centres undefined)	18	18
COc1cccc(NC(=O)N2CCCC2C(=O)NCc2ccco2)c1 (centres undefined)	14	-17
COc1cccc(/C(O)=C2/C(=O)C(=O)NC2c2ccc(OC)cc2OC)c1 (centres undefined)	8	22
COc1cc(OC)cc(C(=O)N2CCN(Cc3cccc(C)c3)CC2)c1	9	-43
COc1ccc(/C(O)=C2/C(=O)C(=O)N(Cc3cccnc3)C2c2cc(OC)ccc2OC)c(C)c1 (centres undefined)	16	11
Cc1ccc[n+](CC(=O)c2cccs2)c1	11	5
CCOC(=O)C1=C(C)OC(N)=C(C#N)C1c1cccc(F)c1 (centres undefined)	11	23
CC1CCCN(CC(O)c2ccc3c(c2)CCCN3C(=O)c2ccc(F)cc2)C1 (centres undefined)	5	-29
CC(C)(C)NC(=O)Cn1nc(-c2cccs2)n(-c2cccnc2)c1=O	5	-59
O=C(c1cccc(F)c1)N1CCN(C(=O)c2cc3nc(-c4ccco4)cc(C(F)(F)F)n3n2)CC1	9	-104
Cc1cc2cc(C)c(NCCNC(=O)c3ccccc3C)nc2cc1C	11	-7
C=CC(C)Sc1nc2c(c(=O)[nH]c(=O)n2C)n1CC(=C)C (centres undefined)	11	44
Cc1ccc(-n2c(SCC(=O)NC3CCCC3)nnc2-c2ccccn2)cc1C	5	15
COc1ccc(OCc2nc(C#N)c(NCc3ccc(C)cc3)o2)cc1	13	-108
C=CCCC1(C)NNc2nc(=O)c(C)nn21 (centres undefined)	8	-11
COc1cccc(NC(=O)c2sc(NC(=O)COc3ccccc3)nc2C)c1	20	-57
CC(=O)c1cccc(NC(=O)CSc2nc3c(C)ccc(C)c3cc2C#N)c1	26	22
CS(=O)(=O)N1CCc2cc(C(=O)Nc3ccc(Cl)cc3Cl)ccc21	14	-85
NS(=O)(=O)c1ccc(NC(=O)c2ccc(-c3ccc(Cl)cc3Cl)o2)cc1	7	-34
COc1ccc(CN2CCc3c(nc(N4CCC(C)CC4)[nH]c3=O)C2)cc1Cn1cccn1	8	-17
O=C(O)C1C2C=CC(C2)C1C(=O)NCCN1CCOCC1 (centres undefined)	9	21
CCOCc1cc(CN2CCC(NC(C)=O)(c3ccc(F)cc3)CC2)ccc1OC	8	0
COc1ccc(CCN2C(=O)C(O)=C(C(C)=O)C2c2ccc(Cl)cc2)cc1OC (centres undefined)	4	54
CC(=O)CSc1nnc(NC(C)=O)s1	20	12
COC(=O)CN1C(=O)C(C)(C)Oc2ccc(C(=O)Nc3ccccc3OC)cc21	8	-61
CCn1c(NN)nc2sc3c(c2c1=O)CC(C)(C)OC3	10	11
CC(C)(C)c1ccc(O)c(CN(Cc2c(O)ccc3ccccc23)C2CCCCC2)c1	39	35
COc1cccc(C2Nc3cc(C)c(C)cc3NC3=C2C(=O)CC(C)(C)C3)c1O (centres undefined)	15	3
O=C(c1cccs1)N1CCC(n2cnc3cccnc32)CC1	6	-15
CN(CCC(=O)O)S(=O)(=O)c1ccccc1	13	7

Next records:
SMILES	EP2 antag	EP2 mod
CCCn1c(=N)c(C(=O)NCc2cccnc2)cc2c(=O)n3cc(C)ccc3nc21	6	1
Nc1ncnc2c1ncn2[C@@H]1O[C@H](COP(=O)(O)OP(=O)(O)OP(=O)(O)OP(=O)(O)OC[C@@H]2O[C@H](n3cnc4c(N)ncnc43)C(O)[C@@H]2O)[C@H](O)C1O (some centres undefined)	10	33
CCOc1ccc2[nH]c(=O)c(CN(Cc3ccc(F)cc3)Cc3nnnn3C3CCCC3)cc2c1	7	61*
CCN1CCCC1CN(Cc1cc2cc(OC)ccc2[nH]c1=O)C(=O)Nc1cccc(Cl)c1 (centres undefined)	19	-76
Cc1ccc2cc(C(c3nnnn3C(C)(C)C)N3CCN(c4cccc(C)c4C)CC3)c(=O)[nH]c2c1 (centres undefined)	5	-40
COc1ccccc1NC(=O)CSc1nc(C)nc2sc(C)c(C)c12	4	51
Cc1nn(CCC(=O)NCc2noc(-c3ccccc3)n2)c(C)c1C	5	-37
O=C1SC(Nc2cccc3ccccc23)C(=O)N1c1ccc(Br)cc1 (centres undefined)	18	-10
CC(C)c1nc2ccccc2c2nn(CC(=O)N3CCC(C(N)=O)CC3)c(=O)n12	4	-23
Cc1ccc(C)c2c1cc(C)c1nnc(SCC(=O)Nc3ccc(F)cc3)n12	12	0
Cc1ccc(C)c(C(C)c2ccc(C)nc2)c1 (centres undefined)	15	56
CCc1cc2cc(C)ccc2nc1SCC(=O)Nc1nc(C)cs1	7	-42

2 consecutive entries out of the list so far:
SMILES	EP2 antag	EP2 mod
CCCn1c(=N)c(C(=O)NCc2cccnc2)cc2c(=O)n3cc(C)ccc3nc21	6	1
Nc1ncnc2c1ncn2[C@@H]1O[C@H](COP(=O)(O)OP(=O)(O)OP(=O)(O)OP(=O)(O)OC[C@@H]2O[C@H](n3cnc4c(N)ncnc43)C(O)[C@@H]2O)[C@H](O)C1O (some centres undefined)	10	33

Following part
SMILES	EP2 antag	EP2 mod
Cc1c(CO)c2ccccc2n1Cc1ccccc1	8	21
CC(=O)Nc1ccc2nc(NC(=O)c3ccc(C)c(C)c3)sc2c1	10	-50
CC(C)C(=O)Nc1ccc(NC(=O)c2cccs2)cc1	20	-55
O=C(CSc1nc(-c2cccs2)cc(C(F)(F)F)n1)N1CCOCC1	10	-34
CC1(C(=O)Nc2cccc(C(F)(F)F)c2)Cc2ccccc2C(=O)O1 (centres undefined)	12	-20
COc1ccc(C(=O)NCC2CCN(c3nc(C)cc(C)n3)CC2)cc1OC	13	-46
CCn1c(SCC(=O)Nc2cc(C)ccc2C)nnc1-c1ccco1	4	-21
Nc1ccc(N=Nc2ccc(-c3ccc(O)cc3)cc2)c2ccc(S(=O)(=O)O)cc12	49*	-22
CCOC(=O)C(OC(=O)c1cc(=O)[nH]c2ccccc12)c1ccccc1 (centres undefined)	10	28
Cc1ccc(-n2nc(C(=O)O)c(C)c(C#N)c2=O)cc1	11	10
O=C(NC1CCCC1)C1CCCN1C(=O)Nc1ccc(F)cc1 (centres undefined)	7	6
Cc1ccsc1CN(CCCN1CCOCC1)Cc1ccccc1Cl	8	14
O=C(/C=C/c1ccco1)Nc1ccc(-c2cc3ccccc3oc2=O)cc1	14	17
COc1cccc2cc(-c3nc4c(s3)CCc3ccccc3-4)c(=O)oc12	17	38
COC(=O)CN1C(=O)C2(SC(NC(C)=O)=NN2C(C)=O)c2ccccc21 (centres undefined)	15	-10
COc1ccc2[nH]c(=O)c(CN(C(C)=O)c3ccc(C)c(C)c3)cc2c1	8	8
COc1ccc(-c2nc3cnccn3c2NCc2ccc(F)cc2)cc1CO	12	-83
C=CCNC(=O)CSc1nc(-c2ccc(F)cc2)nc2ccc(CC)cc12	12	22
Cc1cc2cc(CN(Cc3ccco3)Cc3nnnn3C3CCCCC3)c(=O)[nH]c2cc1C	14	44
CN(CCN1CCCCC1)Cc1ccccc1OCc1ccccn1	4	-16
O=C(COc1ccccc1Cl)Nc1ccc(N2CCN(C(=O)c3ccco3)CC2)cc1	11	-54
COCCn1c(N2CCCCC2)nc2c1c(=O)n(C)c(=O)n2C	7	-18
Cc1ccc(Cc2cnc(NC(=O)CCCl)s2)cc1	5	-9
COc1ccc(NC(=O)c2ccco2)cc1NC(=O)c1ccccc1C	21	15

A few values from the results shown.
Under EP2 antag, C=CCNC(=O)CSc1nc(-c2ccc(F)cc2)nc2ccc(CC)cc12 is listed with 12
Under EP2 antag, O=C(CN1CCC(O)(c2ccc(F)cc2)CC1)c1ccc2c(c1)OCCCO2 is listed with 11
Under EP2 antag, O=C(CN1CCN(c2ccccc2)CC1)c1ccc2c(c1)OCCO2 is listed with 8
Under EP2 mod, CC(C)c1nc2ccccc2c2nn(CC(=O)N3CCC(C(N)=O)CC3)c(=O)n12 is listed with -23

Carrying on.
SMILES	EP2 antag	EP2 mod
Cc1ccccc1OCC(O)Cn1c(NCCN)nc2c1c(=O)n(C)c(=O)n2C (centres undefined)	11	-33
Cc1ccc(-c2nnn(CC(=O)NCC3OCCc4ccccc43)n2)cc1 (centres undefined)	7	-36
S=C(S)OC1CC2CC1C1CCCC21 (centres undefined)	12	17
Cc1ccc(S(=O)(=O)N(CCCO)Cc2cc3ccc(C)c(C)c3[nH]c2=O)cc1Cl	4	-7
Ic1ccc(Nc2nc(N3CCOCC3)nc(N3CCOCC3)n2)cc1	7	46
O=c1[nH]ncc(NC2CCCCC2)c1Cl	6	-12
Cc1ccc2ccc[n+](CCCS(=O)(=O)[O-])c2c1	7	5
O=C(O)/C=C/C=C/c1ccccc1	9	21
CCCNC(=O)c1cc(-c2ccccc2)on1	15	-75
CC(C)(C)C1=NN(CC(=O)NCCn2cccn2)C(=O)c2cc3sccc3n2C1	6	19
Clc1ccc(CSc2nnc(Cn3nnc4ccccc43)o2)cc1	10	-22
Cc1ccc(N(CC(=O)NCc2ccncc2)S(C)(=O)=O)c(C)c1	6	-26
CCC(C)OC(=O)Cn1cnc2sc3c(c2c1=O)CCCC3 (centres undefined)	6	-29
O=C(CN(C(=O)CNC(=O)c1cccs1)c1cccc(F)c1)NC1CCCC1	10	9
CCOc1ccccc1NC(=O)COc1ccc(S(=O)(=O)N2CCCC2)cc1	9	7
C=Cn1cc(CN(Cc2cc(OC)ccc2OC)CC2CCCO2)c(C)n1 (centres undefined)	9	-7
O=C(CCN1C(=O)/C(=C/c2ccc3c(c2)OCO3)SC1=S)NNC(=O)c1cccc(O)c1	11	-88
C/C(N[O-])=C(\C)[N+]([O-])=[Co].CC(=N\[O-])/C(C)=N/[O-].C[CH-][C@@H](C)O.c1ccncc1	42*	21
COC(=O)c1ccc(S(=O)(=O)N(CCCO)Cc2cc3cc4c(cc3[nH]c2=O)OCCO4)cc1	16	8
CC(=O)Nc1ccc(S(=O)(=O)N2CCC(O)(c3ccccn3)CC2)cc1	5	-70
COc1ccc([C@@H]2CN(C(=O)c3ccc4c(c3)OCCO4)C[C@H]2C(=O)O)cc1	3	10
Cc1ccc(NCc2nnc(SCC(=O)N3CCCC3)n2C)cc1	9	-6
COc1cc(C)c(Cl)cc1S(=O)(=O)N1CCCC(C)C1 (centres undefined)	7	12
CCc1cc2cc3c(cc2nc1SCC(=O)Nc1cccc(C)c1C)OCO3	17	42
O=C(CN1CCC(c2ccc(F)cc2)CC1)Nc1nccs1	2	-55

Arranged by the number under EP2 mod (low to high): some entries from above.
SMILES,EP2 mod
Nc1ccc(N=Nc2ccc(-c3ccc(O)cc3)cc2)c2ccc(S(=O)(=O)O)cc12,-22
Cc1ccc(S(=O)(=O)N(CCCO)Cc2cc3ccc(C)c(C)c3[nH]c2=O)cc1Cl,-7
O=C(NC1CCCC1)C1CCCN1C(=O)Nc1ccc(F)cc1 (centres undefined),6
O=C(/C=C/c1ccco1)Nc1ccc(-c2cc3ccccc3oc2=O)cc1,17
CC(=O)c1cccc(NC(=O)CSc2nc3c(C)ccc(C)c3cc2C#N)c1,22
